AmpC inh no detg: qHTS Inhibitors of AmpC Beta-Lactamase (assay without detergent) | P00811 | AmpC nitrocefin hydrolysis, absorbance 480 nm, 0.0001% Triton | Potency, µM (series often up to 57.1 µM), for inactives: top-dose activity change, negative = inhibition, actives largely listed as inhibitors | actives 0.52% (n = 330,000) | AID 485341, 2010;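 note: potency is the fitted concentration of half-maximal effect; plate controls were no compound for no effect and no enzyme for full effect; nearly all actives have a fitted effect of over 20% in size; some results filed as inactive show a strong effect at the top dose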
Target sequence (P00811 whole entry, looked up): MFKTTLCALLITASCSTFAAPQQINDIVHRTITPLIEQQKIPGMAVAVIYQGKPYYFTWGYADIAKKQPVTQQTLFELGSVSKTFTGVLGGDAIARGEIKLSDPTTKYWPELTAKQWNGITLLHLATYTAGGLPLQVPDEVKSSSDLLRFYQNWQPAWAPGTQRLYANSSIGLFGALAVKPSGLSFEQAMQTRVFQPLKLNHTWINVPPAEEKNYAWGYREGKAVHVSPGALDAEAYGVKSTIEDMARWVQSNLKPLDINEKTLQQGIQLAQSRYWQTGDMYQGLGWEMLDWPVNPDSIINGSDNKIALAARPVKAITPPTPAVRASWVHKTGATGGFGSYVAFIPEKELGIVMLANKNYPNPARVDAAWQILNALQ
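20 mM phosphate pH 7.0 + 0.01% (detergent screen) or 0.0001% Triton X-100; 5.3 nM AmpC reagent; cpd preinc 15 min RT; nitrocefin (800 uM stock) to start; A480 q20 s × 4 min; Activity was normalised to no-enzyme and no-compound control wells.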
AMA1 RON2 block: qHTS for Inhibitors of AMA1-RON; Towards Development of Antimalarial Drug Lead: Primary Screen. AlphaScreen AMA1-biotinylated RON2 peptide binding. Potency, µM (titrated, usually from 58.2 µM), for the others: at the highest dose activity change, negative = inhibition, hits mostly inhibitors. actives 0.2% (n = 360,000);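 note: potency is the fitted concentration of half-maximal effect; 0% = vehicle wells and -100% = peptide control; nearly all actives have a fitted effect of over 45% in size; some results filed as inactive show a strong effect at the top dose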
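AMA1 (3D7) with his tag at 25 nM final met compounds first, then biotinylated RON2 peptide at 25 nM; detection used donor plus acceptor beads, 10 µg/mL apiece, read by AlphaScreen after 30 min at room temperature.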
HCMV inh: qHTS Assay for inhibitors of the human cytomegalovirus (HCMV); HFF cells, HCMV-luciferase reporter, 72 h; stronger effect = lower value; actives 4.5% (n = 410,000); activity change, negative = inhibition, % at 57.5 µM; in the data active = activity change below about -60%; inconclusive = no clear call, values can overlap the other calls; inactive = above about -39%
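Cell-based, HFFs, 1000 cells/well, 16 h 37C; cpds in DMSO + HCMV-luc, MOI 1 PFU/cell; 72 h 37C; OneGlo luminescence after 5 min RT; norm. to buffer vs Salinomycin 10uM.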
Sm TGR inh: qHTS Assay for the Inhibitors of Schistosoma Mansoni Peroxiredoxins | Potency, µM (highest dose often 114 µM), inactives show at the top dose activity change, negative = inhibition, actives largely listed as inhibitors | purified TGR, DTNB reduction, TNB absorbance 405 nm | actives 3% (n = 360,000) | AID 485364, 2010; note: potency is the fitted concentration of half-maximal effect; nearly all actives have a fitted effect of over 60% in size
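Kinetic colorimetric format: TGR-catalysed, NADPH-driven DTNB reduction monitored via TNB absorbance. Enzyme dispensed at 20 nM; compound exposure 15 min at room temperature before reaction start.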
AmpC detergent: qHTS Inhibitors of AmpC Beta-Lactamase (assay with detergent) | P00811 | AmpC hydrolysis of nitrocefin, absorbance 480 nm, 0.01% Triton | Potency, µM (highest dose often 114 µM), for inactives: at the highest dose activity change, negative = inhibition, most hits filed as inhibitors | actives 0.041% (n = 370,000) | AID 485294, 2010;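 note: potency is the fitted concentration of half-maximal effect; 0% = no-compound wells and -100% = no-enzyme wells; nearly all actives have a fitted effect of over 25% in size; some results filed as inactive show a strong effect at the top dose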
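AmpC (5.3 nM in the dispensed reagent) in 20 mM phosphate pH 7.0 with 0.01% (detergent screen) or 0.0001% Triton X-100 was preincubated with compounds for 15 min at room temperature. Nitrocefin was then added from an 800 uM solution, and hydrolysis was followed at 480 nm.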
TbPYK inhibitor: qHTS of Trypanosoma Brucei Inhibitors; Potency, µM (highest dose often 76.8 µM), without a hit: top-dose activity, negative = inhibition, actives largely listed as inhibitors; TbPYK enzyme, Kinase-Glo Plus ATP luminescence, 45 min; AID 624173, 2012; actives 0.12% (n = 410,000); note: potency is the fitted concentration of half-maximal effect; nearly all actives have a fitted effect of over 50% in size
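Enzyme and substrate buffer are dispensed first and compound is pin-transferred. ADP at 130 uM final then starts the reaction, which runs 45 min at room temperature. Detection reagent is added for 10 min before luminescence is imaged.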
LmPK inhibitor: qHTS Assay for Inhibitors of Leishmania Mexicana Pyruvate Kinase (LmPK) | Q27686 | purified LmPK, Kinase-Glo ATP luminescence, 1 h | Potency, µM (titrated, usually from 57.5 µM), for the others: at the highest dose activity change, negative = inhibition, most hits filed as inhibitors | actives 0.37% (n = 290,000) | AID 1721, 2009; note: potency is the fitted concentration of half-maximal effect
Target sequence (Q27686 whole entry, looked up): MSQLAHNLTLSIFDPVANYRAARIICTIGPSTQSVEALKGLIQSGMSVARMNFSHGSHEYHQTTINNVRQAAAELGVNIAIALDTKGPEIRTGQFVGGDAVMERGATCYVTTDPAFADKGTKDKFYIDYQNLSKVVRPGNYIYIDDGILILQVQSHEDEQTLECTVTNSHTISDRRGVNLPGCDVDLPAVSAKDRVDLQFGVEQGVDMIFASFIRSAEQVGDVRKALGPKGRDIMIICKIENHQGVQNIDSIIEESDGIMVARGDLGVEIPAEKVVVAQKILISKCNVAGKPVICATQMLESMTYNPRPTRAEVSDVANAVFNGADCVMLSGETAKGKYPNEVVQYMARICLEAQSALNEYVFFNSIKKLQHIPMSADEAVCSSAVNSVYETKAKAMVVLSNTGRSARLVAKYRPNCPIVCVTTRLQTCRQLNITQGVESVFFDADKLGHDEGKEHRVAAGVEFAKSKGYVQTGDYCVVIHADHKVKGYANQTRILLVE
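Pyruvate kinase activity monitored as ATP production (luciferase luminescence). Conditions: 0.1 nM enzyme, 0.5 mM PEP, 0.1 mM ADP, 1 h, RT; normalized against uninhibited and no-enzyme wells.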
Active calls of the source: *; ? = inconclusive; nt = no result given; & = joins results of further samples; ! = not confirmed by another sample; [ ] = remark or other dose. Unless noted, calls come from the whole dose curve; as a rule, active = well fitted curve in the direction sought with a large enough effect; inconclusive = small, poorly fitted or top-dose-only effect, or another doubt; inactive = no such curve, though single readings can be large; an effect the other way counts as inactive or inconclusive. Unless noted, % is set by controls: 0 for no effect and ±100 for the full control effect.

Values run as follows: AmpC inh no detg	AMA1 RON2 block	HCMV inh	Sm TGR inh	AmpC detergent	TbPYK inhibitor	LmPK inhibitor
COc1ccc(CCn2c(-c3ccc(C(C)(C)C)cc3)n[nH]c2=S)cc1OC
    -11%[2.29 µM]	47%[activator]	-3	-1%	0%	14µM*	0%
O=C(CN1CCN(Cc2ccccc2)CC1)Nc1ccc(-n2cnnn2)cc1
    -9%	9%	-39	7%	8%	1%	1%
CC(=O)N1CCN(c2ccccc2NC(=O)Cc2ccc(Cl)cc2)CC1
    -6%	10%	-16	4%	-1%	-1%	-2%
CCN(CC)CCN1C(=O)C(O)=C(C(=O)c2sc(C)nc2C)C1c1cccnc1 (stereo not drawn)
    -8%	2%	14	-5%	3%	-9%	3%
CC(C)NC(=O)c1cccc(Cn2cc(Cl)cn2)c1
    -2%	4%	-9	8%	-12%	2%	4%
O=C(c1cccc(Br)c1)N1CCN(C2=NS(=O)(=O)c3ccccc32)CC1
    69%[activator]	-5%	-36	-6%	-10%	-7%	0%
COc1cc(OC)c(NS(=O)(=O)c2c(C)[nH]c(=O)[nH]c2=O)cc1Cl
    -1%	-12%	-17	-10%	0%	6%	8%
c1ccc2c(C(c3nnnn3-c3ccc4c(c3)OCCO4)N3CCOCC3)ccnc2c1 (stereo not drawn)
    nt	16%	19	nt	nt	1%	nt
CCCCCCSc1ccc([C@H]2N[C@@](CC(C)C)(C(=O)OC)[C@H]3C(=O)N(C)C(=O)[C@@H]23)cc1OC
    218%[activator]	0%	58	-1%	?	-2%	nt
CC(C)(O)C(=O)NN(C(=O)c1ccccc1)c1cccc(Br)c1
    -3%	4%	21	1%	-11%	-5%	2%
Cc1ccc(O)c(C2=NNC(c3ccc(Cl)cc3)C2)c1 (stereo not drawn)
    -47%	84%[activator]	96	45µM*	-2%	4%	5%
CC(=O)c1ccc(NC(=O)/C(=C\c2ccccc2)NC(=O)c2ccco2)cc1
    -31%	-1%	-35	?	-10%	-4%	2%
COc1ccc(/C=C(/NC(=O)c2cccc([N+](=O)[O-])c2)C(=O)O)cc1
    -15%	-9%	?	-1%	8%	1%	1%
O=C(Nc1ccc(OC(F)(F)F)cc1)c1ccc2c(c1)no[n+]2[O-]
    nt	0%	-89*	nt	nt	12%	nt
CC(=O)Oc1cc2c(C(C)=O)coc2c2ccccc12
    172%[activator]	1%	0	-2%	4%	-5%	2%
CCc1ccc(Oc2c(C(F)(F)F)oc3c(CN4CCN(CC)CC4)c(O)ccc3c2=O)cc1
    nt	nt	-29	1%	-6%	3%	nt
Cc1cc(Cl)c(OCCCN2CCCCC2)c(Br)c1
    -13%	-1%	?	-4%	-3%	4%	-7%
CCN(CC)S(=O)(=O)c1cccc(-c2nnc(SCc3nnc(-c4ccccc4)o3)n2C)c1
    60%	8%	56	0%	?	0%	-8%
COc1ccc(CCNC(=O)COC(=O)Cc2cccc(F)c2)cc1
    -9%	-7%	-28	7%	-5%	3%	nt
CCOC(=O)c1sc2nc(N3CCOCC3)c3c(c2c1N)CCN(Cc1ccccc1)C3
    1%	-22%	-31	2%	-2%	2%	-3%
COc1ccc(C(=O)NNC(=O)CSc2nnc(-c3cccnc3)o2)cc1
    11%	10%	-17	10%	-4%	0%	1%
Cc1ccc(NC(=O)OCc2cccs2)cc1
    -24%	nt	nt	0%	2%	nt	-5%
COC(=O)c1cccc(NC(=S)N2CCN(C)CC2)c1
    -15%	-10%	5	-11%	?	5%	-3%
CC(C)(C)c1ccc(N2C(=O)Cc3c2nc(N)c(C#N)c3N)cc1
    -11%	5%	-4	-2%	1%	nt	2%
CC(=O)Nc1c(C(N)=O)oc2ccc(Cl)cc12
    -21%	3%	18	11%	0%	3%	-1%
COc1cc([N+](=O)[O-])ccc1NC(=O)COC(=O)CCOc1ccc(C)cc1
    -32%	-5%	57	35µM*	?	-3%	nt
CC(CCc1ccccc1)NC(=O)CN1CCN(Cc2ccccc2)C1=O (stereo not drawn)
    29%	4%	2	5%	-13%	-8%	0%
CCc1ccc(NC(=O)C(C)OC(=O)c2ccc(-n3cnnn3)cc2)cc1 (stereo not drawn)
    -25%	-3%	-22	3%	0%	0%	nt
CSc1cccc(NC(=O)CCS(=O)(=O)c2cccc3nonc23)c1
    -27%	-8%	5	8%	?	3%	-11%
Cc1cc(NS(=O)(=O)c2ccc(NS(=O)(=O)c3cc(C)c(Cl)cc3Cl)cc2)no1
    -43%	14%	6	-23%	-11%	7%	-2%

Of the compounds above, 3 have a furan ring, fused or not.
Values run as follows: AmpC inh no detg	AMA1 RON2 block	HCMV inh	Sm TGR inh	AmpC detergent	TbPYK inhibitor	LmPK inhibitor
CC(=O)c1ccc(NC(=O)/C(=C\c2ccccc2)NC(=O)c2ccco2)cc1
    -31%	-1%	-35	?	-10%	-4%	2%
CC(=O)Oc1cc2c(C(C)=O)coc2c2ccccc12
    172%[activator]	1%	0	-2%	4%	-5%	2%
CC(=O)Nc1c(C(N)=O)oc2ccc(Cl)cc12
    -21%	3%	18	11%	0%	3%	-1%

Reformatted with each value named: entries from further up.
CCc1ccc(Oc2c(C(F)(F)F)oc3c(CN4CCN(CC)CC4)c(O)ccc3c2=O)cc1
- AmpC inh no detg: nt
- AMA1 RON2 block: nt
- HCMV inh: -29
- Sm TGR inh: 1%
- AmpC detergent: -6%
- TbPYK inhibitor: 3%
- LmPK inhibitor: nt
COc1cc(OC)c(NS(=O)(=O)c2c(C)[nH]c(=O)[nH]c2=O)cc1Cl
- AmpC inh no detg: -1%
- AMA1 RON2 block: -12%
- HCMV inh: -17
- Sm TGR inh: -10%
- AmpC detergent: 0%
- TbPYK inhibitor: 6%
- LmPK inhibitor: 8%

(next part)
Values run as follows: AmpC inh no detg	AMA1 RON2 block	HCMV inh	Sm TGR inh	AmpC detergent	TbPYK inhibitor	LmPK inhibitor
Oc1ccc(-c2cn3cc(C(F)(F)F)ccc3n2)cc1
    -23%	-12%	-27	3%	0%	-9%	-25%
O=C(O)c1cccc(-c2ccc(/C=N/NC(=O)c3cccnc3)o2)c1
    -15%	79%[activator]	-6	-14%	-8%	-18%	6%
NC(=O)c1ccsc1NC(=O)CN1CCN(S(=O)(=O)c2ccccc2C(F)(F)F)CC1
    nt	56%[activator]	-20	nt	nt	-4%	nt
Cc1cc(NC(=O)CSc2nc3ccccc3c(=O)n2CCCC(=O)NCc2ccco2)n[nH]1
    -26%	18%	?	5%	-1%	nt	-1%
COc1ccccc1CNc1ccc2nnc(CCNC(=O)c3ccccc3)n2n1
    23%	-6%	35	-11%	1%	4%	4%[11.5 µM]
CCN1CCN(C(=O)C2=CC(c3ccc(C)cc3)=NS(=O)(=O)N2C)CC1
    43%	-2%	-1	-7%	-10%	0%	1%
CC1CC(C)CN(CCCNC(=O)c2c(O)nc3ccccn3c2=O)C1 (stereo not drawn)
    -14%	-4%	22	-1%	-2%	0%	nt
COc1ccc(NC(=O)CN(c2ccc(C)cc2)S(=O)(=O)c2cccc3nonc23)cc1OC
    nt	nt	-8	0%	-1%	3%	nt
COc1cc(NC(=O)C2CCCC2)c(OC)cc1Cl
    -2%	-14%	?	-1%[11.4 µM]	-2%	-13%	9%
COc1ccc(OC)c(-c2c3c([nH]c(=S)c2C#N)CCCC3)c1
    -13%[2.29 µM]	45%[activator]	0	-18%	-6%	?	3%
COc1ccc(Br)c(C(=O)Nc2cc3c(cc2N2CCOCC2)n(C)c(=O)n3C)c1
    nt	nt	22	2%	15%	-9%	nt
CCn1nc(NC(=O)c2ccncc2)c2cc3ccc(C)cc3nc21
    35%	3%	14	6%	?	3%	4%
Cn1nccc1CNC(=O)c1c(Cl)cnn1C
    -13%	14%	21	-10%	?	-15%	1%
Cc1cc(C)n(/N=C/c2cccc([N+](=O)[O-])c2)c(=O)c1
    0%	-3%	0	-11%	?	29%	3%
COc1ccc(C=C2C(=O)N(C)C(=O)N(C)C2=O)cc1CSc1ccccn1
    -30%	6%	50	?	4%	?	6%
Cn1ncc(Br)c1NC(=O)Nc1ccccc1
    -10%	-2%	nt	9%	-1%	2%	5%
O=C(COc1ccccc1Cl)NCCNC(=O)c1ccncc1
    -8%	-25%	9	0%	1%	-7%	2%
O=C(NCc1ccccn1)c1cccs1
    -38%	32%[activator]	10	1%	-5%	5%	1%
CN1CCN(C(=O)c2cccn(Cc3ccc(C(F)(F)F)cc3)c2=O)CC1
    -2%	-4%	-17	-6%	4%	-28%	-5%
OC(c1ccc(F)cc1)c1nc(-c2ccc(F)c(Cl)c2)cs1 (stereo not drawn)
    nt	4%	?	nt	nt	0%	nt
CCOc1ccc(-n2ccnc2SCC(=O)Nc2ccc(OC)cc2OC)cc1
    nt	nt	-32	8%	-3%	0%	nt
COc1ccc(C(=O)CSc2nnc(CNC(=O)c3ccccc3)o2)cc1
    3%	-7%	-24	5%	5%	0%	1%
Cc1cccc2cc(/C=N/NC(=O)c3ccccc3O)c(Cl)nc12
    -40%	35%[activator]	-26	-3%	-9%	11%	5%
COc1ccc(CNC(=O)C(C)n2nc(C)c3c(C)n(-c4ccccc4)nc3c2=O)c(OC)c1 (stereo not drawn)
    25%	16%	-69*!	3%&8%	4%&18%	-23%&-4%	-4%
CSCCC(NC(=O)c1ccco1)C(=O)NCC(c1ccco1)N1CCCCC1 (stereo not drawn)
    -16%	14%	66	0%	7%	-1%	nt
CCC(Cc1ccccc1)n1c(=S)[nH]c2ccccc2c1=O (stereo not drawn)
    -29%	48%[activator]	?	8%	-12%	-8%	1%
Cc1ccc(O)c(-c2cc(C(=O)NCc3ccc4c(c3)OCO4)[nH]n2)c1
    ?	74%[activator]	-11	0%	?	3%	4%
COc1ccc(C(=O)Nc2ccc(N3CCN(c4ccc(OC)cc4)CC3)c(C#N)c2)cc1
    -4%	0%	18	0%	1%	-1%	-7%
CCN(C(=O)COC(=O)c1cc(-c2ccccc2)nc2c1c(C)nn2-c1ccccc1)C1CCS(=O)(=O)C1 (stereo not drawn)
    -1%	48%[activator]	41	-6%	-1%	0%	3%
CN(NC(=O)COc1ccccc1)c1ccccc1
    -7%	13%	-2	4%	6%	8%	1%
Cc1onc(-c2ccccc2)c1C(=O)NC(C)c1ccccc1 (stereo not drawn)
    nt	10%	32	nt	nt	-8%	nt
O=C(COC(=O)Cn1cnc2ccccc2c1=O)Nc1ccccc1OC(F)F
    -18%	10%	19	nt	nt	2%	nt

High-throughput results: PubChem, National Center for Advancing Translational Sciences (NCATS)
